INS promoter inh: inhibitors of insulin promoter-driven GFP, primary screen, imaging, TRM-6 cells (human fetal islet line), eGFP reporter, cell count; reporter expression induced with tamoxifen; inhibition, % at 2 µM; actives 0.9% (n = 130,000);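 active = inhibition above the mean plus 3 SD, with well images judged a real hit on visual review, cut at about 60% in these data, passing the limit was not always enough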
sdo1 growth: growth rescue of sdo1-depleted yeast, primary screen, S. cerevisiae, bone marrow failure model. S. cerevisiae sdo1-depleted JHY4D growth rescue, OD600 30 h; hits give high values; pdr5 snq2 efflux-pump mutant strain. z-score at 10 µM. actives 0.21% (n = 140,000);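 active = z-score above 3 at both the 24 hr and the 30 hr optical density reads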;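 note: z-score against mean and SD of all compound wells on the same plate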
sdo1 growth Rescue 24 h: second read-out of sdo1 growth, no call of its own (marks repeat the call); z-score; S. cerevisiae sdo1-depleted JHY4D growth rescue, OD600; measured here: growth rescue at 24 h;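 0 is the plate mean of compound wells and units are plate SD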
Active calls of the source: *; . = not tested or not shown; [ ] = dose if it differs, or a comment. A portion of the library; the hit share may differ from the screen's.

SMILES	INS promoter inh	sdo1 growth	sdo1 growth Rescue 24 h
CCC(C)Nc1nc(Cl)nc(NCCOc2ccccc2)n1 (stereo not given)	0	-0.27	-0.15
Cc1oc(-c2ccccc2F)nc1CS(=O)(=O)CC(=O)N1CCc2ccccc21	-90	-0.95	-0.65
CCCCOC(=O)Nc1nnc(/C=C/c2ccc(OC)cc2)s1	56	-0.25	0.51
Cc1cc(C)n(-c2nc3c(c(=O)n(C)c(=O)n3C)n2C)n1	-65	0.82	0.4
COc1ccc(Cn2c(=O)[nH]c3cc(C(=O)N4CCN(c5ccccn5)CC4)ccc3c2=O)cc1	23	.	.
CC(=O)NNc1cccc(Cl)n1	.	0.49	0.08
CC(=O)c1cccc(NC(=O)Nc2ccc(C)cc2)c1	19	-1	-1.1
CC(C)C(NC(=O)c1ccccc1)c1nnc(SCC(=O)Nc2nccs2)n1C (stereo not given)	-94	0.38	-0.67
Cc1ccc(C2=NN(S(C)(=O)=O)C(c3cccs3)C2)cc1 (stereo not given)	-14	-1.1	-1.6
CC1CCN(S(=O)(=O)c2cccc(C(=O)Nc3nccs3)c2)CC1	-26	-1.2	-0.78
COc1ccc(OCC(=O)N2c3ccc(C)cc3C3CN(C)CCC32)cc1 (stereo not given)	-30	.	.
COCCN1C(=O)/C(=C/c2ccc(OCc3ccc(C(=O)O)cc3)c(OC)c2)SC1=Nc1ccccc1	17	-0.91	-0.33
CCOC(=O)c1c(C)[nH]c(C(=O)Cn2c(=O)c3c(ncn3CC)n(Cc3ccccc3)c2=O)c1C	25	0.94	0.81
O=c1c2sccc2[nH]c(=S)n1Cc1ccccc1	36	-0.49	-1.2
CCOC(=O)N1CCC(N(C(=O)Nc2ccc(Cl)c(Cl)c2)C(C)CC)CC1 (stereo not given)	23	-0.81	-0.5
Cc1cc(/C=N/O)c(C)n1-c1ccc(Br)cc1	-12	0.93	0.04
CC(C)C(=O)Nc1cccc2nsnc12	-29	-0.01	-0.34
O=C(CSc1ccccc1C(=O)NCc1ccccc1)NC1CCCCCCC1	.	0.23	0.38
S=C(NN=C(C1CC1)C1CC1)Nc1ccccc1	-29	-1.2	-1.1
COC(=O)C1=C(C(=O)OC)C(c2cc(Cl)ccc2O)c2sc(=O)[nH]c2S1 (stereo not given)	3	-1.2	-1.3
Cc1ccc(S(=O)(=O)Cc2ccc(C(=O)O)o2)cc1	50	-0.45	-0.66
CCCN1CCC(NC(=S)Nc2ccc(C(=O)OCC)cc2)CC1	.	1.4	1.6
CN(c1cccc(Cl)c1)S(=O)(=O)c1cccc(C(=O)Nc2ccc3c(c2)CCC3)c1	-17	-0.47	0.12
CC(C)C(=O)Nc1ccc(NC(=O)c2ccco2)cn1	.	0.36	0.92

Reprinted from the part before: 4 entries, followed by the next part.
SMILES	INS promoter inh	sdo1 growth	sdo1 growth Rescue 24 h
Cc1ccc(S(=O)(=O)Cc2ccc(C(=O)O)o2)cc1	50	-0.45	-0.66
CCCN1CCC(NC(=S)Nc2ccc(C(=O)OCC)cc2)CC1	.	1.4	1.6
CN(c1cccc(Cl)c1)S(=O)(=O)c1cccc(C(=O)Nc2ccc3c(c2)CCC3)c1	-17	-0.47	0.12
CC(C)C(=O)Nc1ccc(NC(=O)c2ccco2)cn1	.	0.36	0.92
Nc1nnc(SC2CC(=O)N(c3ccccc3)C2=O)s1 (stereo not given)	3	-1.9	-1.1
CCc1cc2cc(C(=O)N3CCN(c4ccccc4)CC3)sc2s1	-13	-0.58	-0.41
Cc1cc(C(=O)CSc2nnc(-c3ccc(Cl)cc3)n2C)c(C)n1CC1CCCO1 (stereo not given)	31	-0.61	-0.52
CCc1cc(=O)oc2c(CN3CCN(C)CC3)c(O)c(Cl)cc12	30	0.67	-0.1
Cc1ccc(/C=N\NC(=O)Cn2nnc3ccccc32)o1	12	0.26	-0.31
N#Cc1cc2c(nc1SCc1ccncc1)CCC2	51	0.96	2
COc1cc(C2C3C(=O)N(Cc4ccccc4)C(=O)C3ON2c2ccccc2)cc(OC)c1O (stereo not given)	50	-0.83	-1.2
CCc1ccccc1N1C(=O)c2cccc3c(N4CCOCC4)c([N+](=O)[O-])cc(c23)C1=O	-7	-0.72	-0.64
O=S(=O)(/N=S1/CC=CCN1S(=O)(=O)c1ccccc1)c1ccccc1 (stereo not given)	-84	-0.23	-0.22
O=C(NCCc1ccccn1)c1cccc(S(=O)(=O)N2CCc3ccccc32)c1	-21	.	.
Cc1cccnc1NC(=O)Cn1nc(C)c([N+](=O)[O-])c1C	-36	1.4	0.56
Cc1ccc2cc(-c3noc(C(C)(C)C)n3)c(=O)[nH]c2c1	.	-1.1	-1.1
COc1ccc(O[C@H]2C=C[C@@H](c3ccccc3)O[C@@H]2COC(=O)CC/C(C)=N/O[C@@H](C)c2cc(-c3c(C)cc(C)cc3C)no2)cc1	33	-0.09	-0.17
CCOC(=O)c1c(C)c(C(=O)NCCOC)c(C)n1CC	.	1.1	0.68
Cc1ccc(OCC(=O)Nc2ccc(-c3nc4ncccc4o3)cc2)c(C)c1	47	-1.3	-0.19
Cc1ccc(-c2cc3c(N=O)c4ccccc4c-3n[nH]2)cc1	-8	.	.
O=C(O)CCSCCC(=O)O	-44	0.84	0.2
Cc1ccccc1Nc1nc(N)nc(CN(C)c2ccccc2)n1	-4	0.11	-0.51
CCCN(CCC)S(=O)(=O)c1ccc(C(=O)Nc2ccc(OCC(=O)N3CCOCC3)cc2)cc1	-23	1.1	0.24
CCOc1cc(NC(=S)NCCCN2CCOCC2)c(OCC)cc1NC(=O)c1cccc(C)c1	38	.	.
CCOCCn1c(SCc2ccc(F)cc2)nc2c1c(=O)[nH]c(=O)n2C	.	-0.61	-1.1
COc1cc(/C=C2/SC(=S)N(C)C2=O)ccc1OC(=O)c1ccco1	.	-0.37	0.21
CC(C)(C)NC(=O)NC(=O)CSc1cccc(C(F)(F)F)c1	55	.	.
O=C(CN1CCNCC1)Nc1ccccc1Cl	.	-0.48	-0.36

Three records picked at random from the list so far, as already listed:
SMILES	INS promoter inh	sdo1 growth	sdo1 growth Rescue 24 h
CCCN1CCC(NC(=S)Nc2ccc(C(=O)OCC)cc2)CC1	.	1.4	1.6
Nc1nnc(SC2CC(=O)N(c3ccccc3)C2=O)s1 (stereo not given)	3	-1.9	-1.1
CCOCCn1c(SCc2ccc(F)cc2)nc2c1c(=O)[nH]c(=O)n2C	.	-0.61	-1.1

New compounds follow
SMILES	INS promoter inh	sdo1 growth	sdo1 growth Rescue 24 h
CCOc1cc(C#N)c(NC(=O)Cn2nnc3ccccc32)cc1OCC	.	0.54	0.55
CCOC(=O)N1CCN(C(=O)CSc2nnc(-c3cccc(OC)c3)o2)CC1	-2	-0.54	-1.2
CC1CCN(CCCCOc2ccc(Br)cc2)CC1	15	0.04	0.16
Cc1occc1C(=O)NNC(=O)COc1ccc(Br)cc1Br	43	-0.81	-0.4
CCOc1cc2c(cc1OCC)C(c1ccc(OC)cc1)N(c1ccccc1)C(=O)C2 (stereo not given)	.	0.01	0.13
CCCC(C(=O)c1ccccc1)n1cncn1 (stereo not given)	.	0.3	-0.2
CCS(=O)(=O)N1CCN(C(=O)c2cccnc2)CC1	32	-0.34	-0.5
CC(=O)Nc1ccc(S(=O)(=O)Nn2cnnc2)cc1	-23	.	.
COc1ccc2c(c1)nc(N)n2Cc1ccccc1	.	0.24	-0.28
Cc1ccc(N(CC(=O)Nc2cccc(N(C)S(C)(=O)=O)c2)S(C)(=O)=O)cc1	18	1.4	1.8
O=C(NCc1ccco1)c1ccc(Cn2c(=O)c3ccccc3n(Cc3ccc(Cl)cc3)c2=O)cc1	-7	-0.44	0.95
COc1cccc(C(=O)N/N=c2\oc3c(OC)cccc3cc2C(=O)NCc2ccccc2)c1	30	0.63	1.4
COc1ccc(-c2nncnn2)cc1	-17	-2.5	-2
CCOC(=O)C1CCCN(c2c(NCC3CCCO3)c(=O)c2=O)C1 (stereo not given)	.	-0.21	-0.08
COc1ccc(-n2nnnc2SCC#CCO)cc1	.	-1.9	-1.8
CCC(=O)NC(=S)Nc1ccc(Cl)cn1	-12	-0.17	-0.47
Cc1ccccc1-n1c(=O)cc(N2CCN(Cc3ccccc3)CC2)[nH]c1=O	.	0.92	0.5
Cc1ccc(S(=O)(=O)c2c(C)nn(C(C)(C)C)c2OC(=O)C2CCCC2)cc1	82*	-0.7	-0.22
CC1CC(C)CN(CCOc2ccc(Cl)cc2Cl)C1 (stereo not given)	-58	-1.8	-0.33
Cc1ccc(Sc2ccc(CO)cc2[N+](=O)[O-])cc1	5	.	.
CCCC(=O)N1c2ccccc2C(N(C(C)=O)c2ccccc2)CC1C (stereo not given)	-9	-0.39	-1.2
CCCCN(C)CCn1c(=S)[nH]c2ccc(N3CCOCC3)cc2c1=O	-3	0.54	0.23
COc1cccc(-n2nnc3c(=O)n(CC(=O)N4CCC(C)CC4)cnc32)c1	0	0.93	1
O=C(O)C1OC(Oc2cc3oc(-c4ccccc4)cc(=O)c3c(O)c2O)C(O)C(O)C1O (stereo not given)	0	0.37	0.21
Cc1ccc(Cl)cc1N1CCN(C(=O)Cc2cn(C)c3ccccc23)CC1	-10	-0.28	0.72
Cc1ccc(N(C)C(=O)N2CCN(S(=O)(=O)c3ccc4ccccc4c3)CC2)cc1	-23	-1.2	-1
COc1ccc(CCSc2nnc(C3CCCCC3)n2N)cc1	50	0.03	-0.14
COc1cccc(C(=O)NNC(=S)NC2CCCCC2)c1	-31	0.05	-0.51
Cc1c(Br)c([N+](=O)[O-])nn1C(C)C(=O)NCc1cccs1 (stereo not given)	.	-0.24	-0.49
O=C(O)c1cccc(-c2nnn(Cc3ccccc3)n2)c1	47	-0.17	-0.6
O=c1c2cc(NC(=S)N3CCC(N4CCCCC4)CC3)ccc2nc2n1CCCCC2	-91	.	.
Cc1cc(C)cc(-n2nnc(C(=O)NCc3ccccc3)c2N)c1	.	0.16	0.81
Cc1ccc(NC(=O)C2CCN(C(=O)NC3CCCCC3)CC2)c(C)c1	51	1.6	2
CCn1c(CNc2ccc(F)cc2)nnc1SCC(=O)N1CCCc2ccccc21	.	-0.82	-0.52
CCOc1cc(N2CCOCC2)c(OCC)cc1NC(=O)c1cc(C)cc(C)c1	-22	.	.
CC/C(=C\C(=O)c1ccncc1)Nc1ccc(O)cc1	-15	-0.67	-0.69
c1ccc(-c2cnn3c(-c4ccccc4)c(-c4ccccc4)nc3n2)cc1	.	-0.83	0.03
Cc1ccc(O)c(N=Cc2ccc(C)s2)c1	0	0.35	-0.48
COc1ccc(Nc2nc(CN3CCOCC3)nc3sc4c(c23)CCC(C)C4)cc1OC (stereo not given)	12	-1.6	-1.3
O=C(c1ccccc1)C(CCC(CN1CCOCC1)C(=O)c1ccccc1)CN1CCOCC1 (stereo not given)	-4	-1.9	-0.84
CC(C)(C)n1nnnc1C(c1ccc2ncccc2c1)N1CCC(O)CC1 (stereo not given)	-87	.	.
COC(=O)Nc1ccc(S(=O)(=O)N2CCCC(C(=O)Nc3cccnc3)C2)cc1 (stereo not given)	-17	0.8	0.67
O=C(NC(=S)Nc1cccc2[nH]ncc12)c1ccccc1	40	.	.
CC(Sc1nnc(CNc2cccc3ccccc23)n1-c1ccccc1)C(=O)N/N=C/c1ccco1 (stereo not given)	.	0.9	1.4
Cc1cc(C(=O)CSCc2nnc3n(CCC(C)C)c(=O)c4ccccc4n23)c(C)n1C	-22	.	.
O=c1oc2ccccc2c(Nc2ccc(F)cc2)c1[N+](=O)[O-]	-69	.	.
O=C(CCSc1nnc(-c2ccco2)o1)Nc1ccc(Cl)cc1	-8	0.68	0.32
O=C(CCC1CCCCC1)NCc1ccc(F)cc1	-38	0.7	0.18

Next section; the last 5 above are carried over.
SMILES	INS promoter inh	sdo1 growth	sdo1 growth Rescue 24 h
CC(Sc1nnc(CNc2cccc3ccccc23)n1-c1ccccc1)C(=O)N/N=C/c1ccco1 (stereo not given)	.	0.9	1.4
Cc1cc(C(=O)CSCc2nnc3n(CCC(C)C)c(=O)c4ccccc4n23)c(C)n1C	-22	.	.
O=c1oc2ccccc2c(Nc2ccc(F)cc2)c1[N+](=O)[O-]	-69	.	.
O=C(CCSc1nnc(-c2ccco2)o1)Nc1ccc(Cl)cc1	-8	0.68	0.32
O=C(CCC1CCCCC1)NCc1ccc(F)cc1	-38	0.7	0.18
Cc1ccc2nc(NC(=S)NC(=O)c3ccco3)sc2c1	-17	0.18	1.2
Cc1ccc(C)c(S(=O)(=O)N2CCN(C(=O)c3cnccn3)CC2)c1	34	1.6	0.96
COc1ccc(CC(=O)Nc2nnc(-c3cccc([N+](=O)[O-])c3)s2)cc1	20	0.36	2.9
Cc1nnc(C)c2c(C)n(-c3cccc4cccnc34)c(C)c12	19	.	.
CCN1C=C(Cc2ccccc2C)C2=C(C1)C(c1ccccc1C)C(C#N)=C(N)O2 (stereo not given)	7	-1.6	-0.68
Cc1ccc(/C=C/C(=O)NCc2ccncc2)cc1	9	0.14	-0.2
O=C(CSc1nc2cccnc2n1Cc1ccccc1)NCc1ccco1	.	-1.1	-1.4
O=C(Nc1nc2ccccc2[nH]1)c1cccs1	-50	.	.
COc1cnc(NS(=O)(=O)c2ccc(N)cc2)nc1	-36	0.01	-0.2
O=C(CN1C(=O)c2ccccc2C1=O)NCC(=O)OCC(=O)c1ccc(Cl)cc1	22	0.72	-0.11
CCOC(=O)c1nc2nc(C)cc(=O)n2[nH]1	.	1.2	0.49
CCn1cc(C2=NCC(C)O2)c2ccccc21 (stereo not given)	0	0.22	-0.11
Cc1c(/C(O)=C2\C(=O)C(=O)N(CCN(C)C)C2c2cccs2)cnn1-c1ccccc1 (stereo not given)	3	0.2[9.2 µM]	-0.28

Screens (PubChem BioAssay)
